TWEAK-Fn14 inh – inhibitors of TWEAK-Fn14 signaling, primary screen, luciferase reporter cells, uHTS | TWEAK-stimulated Fn14 reporter cells, luciferase luminescence, 8 h | inhibition, % at 10 µM | 2% of 360,000 active; in the data active = inhibition above about 50%
NR2E3 ag-1 – NR2E3 agonists in two-hybrid cells, primary screen, cell-based, luminescence, CHO-S, Gal4-NCOR/VP16-NR2E3; Photoreceptor-specific nuclear receptor (Homo sapiens), Q9Y5X4; luciferase; inhibition of corepressor binding, % at 3.98 µM; 0.35% of 360,000 active; AID 602229, 2012;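 active = inhibition above the mean of all tested compounds plus 3 SD, cut at about 70% in these data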;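 also: 0% = DMSO with NR2E3 transfected cells and 100% = cells lacking NR2E3 construct; higher means lower luciferase signal from less NR2E3 corepressor binding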
Target sequence (Q9Y5X4 whole entry, looked up, the tested form may be a part): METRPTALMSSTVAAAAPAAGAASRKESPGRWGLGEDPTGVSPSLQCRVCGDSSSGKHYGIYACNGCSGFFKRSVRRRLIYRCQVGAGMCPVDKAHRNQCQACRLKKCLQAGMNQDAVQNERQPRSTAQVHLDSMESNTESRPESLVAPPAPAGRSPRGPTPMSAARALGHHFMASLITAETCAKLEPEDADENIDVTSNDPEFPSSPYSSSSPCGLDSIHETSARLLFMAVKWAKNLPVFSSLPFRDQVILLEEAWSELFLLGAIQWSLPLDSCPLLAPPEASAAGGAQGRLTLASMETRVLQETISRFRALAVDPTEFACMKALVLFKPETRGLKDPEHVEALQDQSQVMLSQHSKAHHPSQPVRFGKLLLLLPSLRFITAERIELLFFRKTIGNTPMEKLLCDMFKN
NR2E3 ag-2 – inhibitors of NR2E3-RetCOR corepressor binding, primary screen, NR2E3 agonist project, biochemical, TR-FRET, GST-NR2E3, biotin-RetCOR | Photoreceptor-specific nuclear receptor (Homo sapiens), Q9Y5X4 | 1536-well | inhibition of corepressor binding, % at 4.78 µM | 0.12% of 320,000 active | AID 2300, 2010;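 active = percent inhibition above the cutoff of mean plus 3 SD of all tested compounds, set per screening campaign, cut at about 20% in these data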;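 also: 0% = DMSO wells and 100% = biotin wells as full block of FRET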
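Material – GST-tagged NR2E3 plus biotinylated RetCOR corepressor · Quantity – NR2E3 fusion 1.35 nM · Times – 5 h incubation at 4 °C · Medium – pH 7.5 Tris-based buffer · Technique – TR-FRET, Eu(K)-anti-GST donor, streptavidin-D2 acceptor, ex 340, em 617/671 nm · Benchmarks – high control biotin, low control 0.6% DMSO · Format – 1536-well plates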
KKLEB cytotox – cytotoxicity in KKLEB CF airway cells, primary screen, cytotoxicity control for CF NF-kB inhibitor project, cell-based, uHTS, fluorescence assay plates. AID 602141, 2011. activity change (cytotoxicity), % at 5 µM. 0.36% of 360,000 active. KKLEB CF airway cells viability, ATPlite luminescence, overnight; active compounds read low; cells stimulated with P. aeruginosa culture filtrate;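 active = corrected activity change at or below -50% at 5 µM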
hiPSC survival – enhancers of single-cell hiPSC survival, primary screen, ATPlite luminescence; 100% = ROCK inhibitor wells, 0% = DMSO; survival enhancement, % at 20 µM; 0.044% of 360,000 active; AID 602274, 2012; in the data active = survival enhancement above about 18%;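 also: cells exposed to compounds for 16 hours before the ATP read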
Peg3 promoter – Peg3 promoter-driven luciferase inhibitors, primary screen, cell-based, HeLa, luciferase luminescence; HeLa PEG-Prom luciferase reporter, overnight; inhibition, % at 20 µM; 1.7% of 360,000 active; AID 588405, 2011;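 active = inhibition of at least 50% at 20 µM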
TRPM1 prom inh – inhibitors of MITF-dependent TRPM1 promoter reporter, primary screen, cell-based, SK-MEL-5, single point, luciferase; SK-MEL-5 TRPM1 promoter luciferase, 24 h; inhibition, % at 12.5 µM; 0.83% of 330,000 active; AID 488899, 2010;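 active = mean inhibition across replicates of 60% or more, whatever share of single replicates reaches that level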; also: values of inactives mirror those of a sister screen read the other way
Shn3 inh set2 – reduction of Shn3 3'UTR firefly luciferase signal, primary screen, Schnurri-3 inhibitor project, cell-based, Clone20 osteoblasts, set 2 | inhibition, % at 12.5 µM | 0.52% of 360,000 active | Clone20 osteoblast Shn3 3'UTR firefly luciferase, 24 h;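 active = mean inhibition of at least 75% with every replicate also reaching 75%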;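 also: 0% = median of neutral control wells and 100% = pilot-screen positive control compound; some compounds past the cut are filed as inactive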
HIF-2a block – HIF-2a reporter inhibitors, primary screen, luminescence, 786-0 RCC cells. 786-0 RCC cells HIF-2a reporter, luciferase luminescence, overnight. inhibition, % at 18.8 µM. 0.72% of 360,000 active. AID 624352, 2012;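 active = inhibition of the luminescence signal of 40% or more relative to plate controls, in a single-dose primary screen at 18.75 µM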
CF NFkB block – inhibitors of PAF-induced NF-kB signaling, primary screen, cell-based, GFP fluorescence, uHTS; KKLEB NF-kB-GFP reporter, GFP fluorescence overnight; inhibition, % at 5 µM; 0.86% of 360,000 active; AID 588850, 2011;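 active = at least 50% inhibition at 5 µM, scaled per plate between neutral and stimulator controls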;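 also: PAF is a Pseudomonas aeruginosa culture filtrate used as stimulus; plate controls were PAF-stimulated DMSO wells for no effect and unstimulated DMSO wells for full effect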
aDG glyco act – activators of alpha-DG glycosylation, primary screen, uHTS, Pro5-aDG cells, AlphaScreen | alpha-DG glycosylation AlphaScreen (IIH6); 0% Pro5, 100% B10-LARGE cell signal | activation, % at 10 µM | 0.22% of 360,000 active;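 active = activation of at least 8% versus controls, or a plate z-score of at least 8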;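 also: Pro5 are CHO cells carrying HIG-tagged alpha-DG that lacks glycosylation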
Starred values were filed as active, the others as inactive; . = not tested or not shown; & = joins results of further samples.

Fields – hiPSC survival	CF NFkB block	NR2E3 ag-2	HIF-2a block	KKLEB cytotox	Shn3 inh set2	NR2E3 ag-1	aDG glyco act	Peg3 promoter	TRPM1 prom inh	TWEAK-Fn14 inh
COc1cccc(C(=O)NNS(=O)(=O)c2ccc(C)cc2)c1
 : -0.7	9	-1	5	-6	7	-19	0.0	11	9	5
CCOC(=O)C1=NN(N=O)C2(CC(=O)N(c3cc(C)cc(C)c3)C2=O)C1 (stereo not given)
 : -0.6	0	-2	32	-5	-2	-14	-0.1	14	-12	25
CCn1ncc(Br)c1C(=O)Nc1cc(C)on1
 : -0.1	-6	.	15	2	8	1	0.0	-8	-4	5
CCN[C@H]1CN(CCCOC)S(=O)(=O)c2sc(S(N)(=O)=O)cc21
 : 2.4	1	-1	7	14	6	-13	0.2	-3	-16	-15
CN1CCN(C(=O)c2cccc(-c3ccc4nccn4c3)c2)CC1
 : 0.5	-13	.	-4	6	-6	12	-0.1	10	.	-17
Cc1ccc(S(=O)(=O)N2CCN(CC(=O)NC(=O)NCc3ccco3)CC2)cc1C
 : 0.5	3	0	13	-15	2	6	0.1	7	6	-5
CC1(C(=O)NS(=O)(=O)c2ccc3c(c2)CCO3)CCN1C(=O)C1(c2ccc(Cl)cc2)CC1 (stereo not given)
 : -0.4	-18	.	16	8	-12	6	-0.2	-12	.	9
Cc1ccc(N(CC(=O)NC2CCCCC2)C(=O)CNC(=O)c2cccs2)cc1
 : 0.3	-1	-1	15	2	-4	-2	0.0	-8	16	42
COC(=O)c1ccc(NC(=O)CCN2C(=O)C3CC=CCC3C2=O)cc1 (stereo not given)
 : -0.2	-28	7	-11	2	-17	-20	0.0	-39	-9	7
Nc1cc(OCc2ccccc2)ccc1OCc1ccccc1
 : -0.8	-7	.	-282	-27	-49	-55	-0.5	-270	-59	-32
O=C(O)c1ccc(COc2ccc(Cl)cc2)o1
 : 2.3	-6	0	-75	-8	-2	-34	-0.1	-66	-5	0
Cc1ccc(NC(=O)C(=O)NCc2ccco2)c(C)c1
 : 0.0	12	2	-197	4	-41	-41	0.0	-151	-70	-10
CCOC(=O)C1=CN(Cc2ccco2)S(=O)(=O)N(C)C1c1ccc(C(F)(F)F)cc1 (stereo not given)
 : -1.5	-13	.	9	6	10	-1	0.2	11	-1	17
COc1ccc(NC(=O)c2cnc(NS(=O)(=O)c3ccccc3)nc2)cc1
 : -0.1	4	2	-1	-16	-11	-15	0.0	-12	-5	-8
CN1CCC2(CC1)NC(=O)NC2=O
 : -1.6	-3	5	16	3	-7	-11	-0.1	6	-3	0
CCOC(=O)c1nn(-c2ccccc2)c(C#N)c1NC(=O)c1nn(CC)cc1Br
 : -1.6	6	4	-11	12	70	-3	-0.2	36	-8	12
COC(=O)c1ccc(/C=N/NC(=O)CC(=O)NC2CCCCC2)cc1
 : -1.1	-1	0	10	11	-13	-16	-0.4	19	0	2
O=C(N/N=C/c1ccc(Cl)c([N+](=O)[O-])c1)C1CC1
 : 2.5	0	5	-2	19	9	-8	0.3	-12	-1	-10
Cc1cccc(C)c1NC(=O)C(NC=O)c1ccc(Cl)cc1 (stereo not given)
 : -0.3	4	4	23	-6	19	3	0.2	6	1	4
Cc1ccc(-c2nc(SCC(=O)Nc3cc(S(=O)(=O)N4CCCCC4)ccc3Cl)n[nH]2)cc1
 : 3.9	-21	1	-99	-4	26	-28	0.6	-38	1	33
C=CCC(O)(CCN1CCCCC1)c1ccccc1 (stereo not given)
 : 0.0	4	1	20	8	-2	-15	-0.1	8	0	3
Cc1ccc(NC(=O)CN2C(=O)NC(C)(CC(C)C)C2=O)cc1F (stereo not given)
 : -1.0	-2	.	13	14	-7	-22	-0.1	9	-9	12
COc1ccc(-n2cc(-c3ccc(Cl)cc3)[nH]c2=S)cc1
 : -0.7	3	1	-283	-5	-30	-31	0.0	-295	-9	-7
CC(=O)c1c(C)[nH]c(C(=O)CSc2nnc(-c3cccs3)n2Cc2ccccc2)c1C
 : 2.1	-3	5	-4	-6	29	-10	0.2	24	17	23
COc1ccc(C)cc1N(C(=O)c1ccccc1)c1nc2ccccc2s1
 : 1.8	2	-2	5	6	15	6	0.1	7	20	18
CCOC(=O)C1(C)C=C(Nc2ccc(O)cc2)C(=O)N1c1ccc(O)cc1 (stereo not given)
 : 0.8	-4	2	14	6	-23	-13	0.1	26	4	11
Cc1cc(C)c(C(=O)CSc2nnc(N)s2)c(C)c1
 : -0.2	5	0	3	-1	-11	-21	-0.3	2	4	-9
COc1ccc(-c2cc(C(=O)Nc3c(C)nn(Cc4ccc(Cl)cc4)c3C)no2)cc1
 : -1.1	2	0	-6	17	37	0	0.6	14	17	2
COc1ccccc1C(=O)N/N=C/c1ccc(Cl)s1
 : 0.5	0	2	-120	4	-31	-37	0.1	-83	-18	0
O=C(/C=C/c1cccc(Cl)c1)N1CCC(Cc2ccccc2)CC1
 : 3.7	16	1	-212	-1	-7	-103	-0.1	-199	-9	-17
Cc1onc(-c2c(F)cccc2Cl)c1C(=O)N1CCCc2ccccc21
 : -3.1	4	-4	1	2	-3	-24	0.0	14	12	32
N#Cc1ccc(C(=O)Nc2nnc(-c3ccco3)o2)cc1
 : -0.6	1	0	-43	-7	-3	-16	-0.1	-19	-2	-21
COc1ccc(S(=O)(=O)N(CC(=O)NCc2ccco2)c2ccccc2)cc1OC
 : 1.9	-4	4	8	5	13	-8	0.2	0	15	7
Cc1ccccc1N1CCN(c2ncnc3scc(-c4cccs4)c23)CC1
 : -0.1	17	2	16	-7	19	-21	0.1	32	10	36
O=C1NN(c2ccc(Br)cc2)C(=O)/C1=C\c1ccc(O)cc1O
 : -0.9	1	7	-3	-3	-12	7	0.0	12	-3	-2
CCCNC(=O)/C=C/c1ccc(S(=O)(=O)Nc2ccccc2OC)cc1
 : -0.4	-5	2	26	2	-6	-25	0.1	15	1	-21
N#C/C(=N\O)c1nc(-c2ccccc2)cs1
 : -0.6&4.6	8&11	1&-3	-40&-36	0&6	-5&-20	27&-4	-0.3&-0.2	-17&-23	7&-4	5&-7
Cc1ccccc1-n1ccnc1SCC(=O)O
 : 9.4	5	0	7	0	5	-1	-0.3	-3	-6	-4
COc1ccccc1CNC(=O)c1cc(-c2cc(Cl)ccc2C)n[nH]1
 : 1.7	19	.	-4	-20	23	6	0.5	32	.	9
CCn1c(=O)c(C(=O)CN(C)Cc2cccc(OC)c2OC)c(N)n(Cc2ccccc2)c1=O
 : -2.4	6	2	10	-1	11	-6	-0.1	-3	-10	8
CC1CCC(NC(=O)CCN2C(=O)C3CC=CCC3C2=O)CC1 (stereo not given)
 : 0.1	8	.	8	-6	-13	24	0.2	15	0	-3
CCCn1c(C)cc(/C=C(\C#N)C(=O)OCC(=O)Nc2cccc(OC)c2)c1C
 : -0.8	6	0	-29	5	-23	-7	0.1	-23	2	-15
CCSc1nnc2c3cc(CC)ccc3n(C)c2n1
 : -0.5	-25	.	-188	6	-78	-47	0.0	-167	-14	-17
COc1cccc(C2=NOC(C(=O)Nc3cccnc3)C2)c1 (stereo not given)
 : -2.8	-10	-1	3	1	7	-37	0.1	15	10	3
O=C(NCc1ccccc1F)c1ccc(S(=O)(=O)Nc2cccc(C(F)(F)F)c2)cc1
 : 3.5	-12	3	19	-5	5	12	0.2	8	0	14
CC1CN(c2oc(-c3cccs3)nc2C#N)CC(C)O1 (stereo not given)
 : -0.5	7	-2	17	-5	1	-41	-0.4	19	3	0
CCn1c2ccc(F)cc2c2nnc(SCCN3CCOCC3)nc21
 : -0.2	9	5	3	2	17	-12	-0.3	3	20	-19
Cc1cnc(C(=O)Nc2nc(-c3ccccc3)cs2)cn1
 : 1.3	-34	1	-47	3	-2	-2	-0.1	-65	3	-7
O=C(NNC(=O)c1n[nH]c(=O)c2ccccc12)c1ccc(Br)cc1
 : -0.4	-1	2	-5	-10	2	-19	-0.2	2	2	-8
COc1ccc(OC)c(C2C(C(=O)c3ccco3)=C(O)C(=O)N2CCN2CCOCC2)c1 (stereo not given)
 : -0.2	5	6	7	-3	-6	-51	0.0	25	-2	-13
O=C(NC[C@@H]1CC[C@@H](Cc2ccc(-c3ccccc3)cc2)O1)Nc1ccc(Br)cc1
 : -1.1	-9	.	-50	2	39	-41	0.5	-27	-22	40
